Screens as filed in PubChem BioAssay.
CRFBP-R2 agonist – agonists of human CRF-binding protein/CRF-R2 receptor complex. HEK293 CRF-R2/CRF-BP, calcium dye fluorescence (FLIPR); percent of saturating CRF peptide response. activation, % at 13.2 µM. 350,000 compounds, 0.46% hits. AID 588473;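 active = activation of at least 50%, plus an integration ratio under a set limit after plate pattern correction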;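 note: plate controls were neutral control wells without compound for no effect and CRF at EC100 for full effect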
CHRM4 agonist – agonists of human muscarinic M4 receptor (CHRM4). CHO-K1 hM4/Gqi5, Fluo-8 calcium fluorescence; vehicle 0%, full acetylcholine response 100%. activation, % at 3 µM. 360,000 compounds, 0.14% hits;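 active = activation above the run mean over all test wells plus 3 SD, cut at about 32% in these data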;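 note: peak over basal fluorescence ratio per well then scaled between controls; 0% = DMSO wells and 100% = acetylcholine at EC100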
Target sequence (P08173 whole entry, looked up): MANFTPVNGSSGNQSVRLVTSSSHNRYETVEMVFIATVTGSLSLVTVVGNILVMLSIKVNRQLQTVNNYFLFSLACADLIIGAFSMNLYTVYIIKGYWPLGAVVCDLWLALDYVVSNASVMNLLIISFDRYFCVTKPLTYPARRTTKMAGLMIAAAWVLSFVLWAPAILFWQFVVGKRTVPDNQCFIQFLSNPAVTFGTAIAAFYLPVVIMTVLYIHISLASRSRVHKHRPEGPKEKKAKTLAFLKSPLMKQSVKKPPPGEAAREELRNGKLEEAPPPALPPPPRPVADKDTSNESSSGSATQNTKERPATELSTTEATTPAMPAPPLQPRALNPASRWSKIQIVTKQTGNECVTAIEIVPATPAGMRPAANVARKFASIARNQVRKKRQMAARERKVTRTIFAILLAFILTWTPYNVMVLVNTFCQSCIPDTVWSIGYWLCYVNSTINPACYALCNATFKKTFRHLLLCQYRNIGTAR
CHRM4 antagonist – blocks acetylcholine activation of human M4 receptor; 360,000 compounds, 0.73% hits; P08173; AID 624125; inhibition, % at 3 µM; CHO-hM4 cells, ACh EC80, Fluo-8 calcium fluorescence;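 active = inhibition above its plate's cutoff, the mean inhibition of sample wells plus 3 SD, cut at about 27% in these data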;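 note: 0% = acetylcholine EC80 with DMSO and 100% = DMSO without agonist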
M1 antag – blocks human M1 muscarinic receptor; P11229; inhibition, % at 3 µM; AID 588852; CHO-K1 hM1, Fluo-8 calcium fluorescence, ACh EC80 antagonist; 360,000 compounds, 1.3% hits;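 active = percent inhibition above its own plate's cutoff, namely the mean of that plate's compound wells plus 3 SD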;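 note: peak over basal fluorescence ratio during 140 s after agonist addition; 0% = ACh EC80 plus DMSO and 100% = DMSO alone without agonist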
M1 PAM – human CHRM1 positive allosteric modulation; CHO-K1 hM1, Fluo-8 calcium fluorescence, ACh EC20; 0% = ACh EC20, 100% = maximal ACh; activation, % at 3 µM; AID 588819; P11229; 360,000 compounds, 0.088% hits; in the data active = activation above about 19%, passing the limit was not always enough
CHRM5 antagonist – antagonists of human muscarinic M5 receptor (CHRM5). CHO-hM5 cells, Fluo-8 calcium fluorescence, ACh EC80. inhibition, % at 3 µM. 360,000 compounds, 0.59% hits;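 active = inhibition above a per-plate cutoff, the mean of that plate's test compounds plus 3 SD, cut at about 27% in these data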;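 note: 0% = acetylcholine EC80 with DMSO and 100% = DMSO without agonist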
Target sequence (P08912 whole entry, looked up): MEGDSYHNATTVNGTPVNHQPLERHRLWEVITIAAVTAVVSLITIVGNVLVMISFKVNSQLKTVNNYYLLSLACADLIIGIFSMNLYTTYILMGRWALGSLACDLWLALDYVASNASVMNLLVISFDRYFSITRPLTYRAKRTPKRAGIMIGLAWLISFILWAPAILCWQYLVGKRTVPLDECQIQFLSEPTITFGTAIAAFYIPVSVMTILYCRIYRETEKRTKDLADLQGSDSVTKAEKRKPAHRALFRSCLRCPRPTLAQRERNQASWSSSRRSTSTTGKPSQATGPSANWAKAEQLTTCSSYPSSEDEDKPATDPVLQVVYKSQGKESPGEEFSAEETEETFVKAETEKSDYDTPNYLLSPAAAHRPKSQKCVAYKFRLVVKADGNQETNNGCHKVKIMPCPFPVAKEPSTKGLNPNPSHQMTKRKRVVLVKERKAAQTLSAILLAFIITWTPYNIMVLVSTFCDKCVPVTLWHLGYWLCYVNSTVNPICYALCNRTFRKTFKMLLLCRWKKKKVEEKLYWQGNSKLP
CHRM5 PAM – positive allosteric modulators of human muscarinic M5 receptor; activation, % at 3 µM; 360,000 compounds, 0.3% hits; CHO-K1 hM5, Fluo-8 calcium, ACh EC20 PAM; 0% = ACh EC20, 100% = ACh EC100; P08912; AID 624038;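 active = activation above the run cutoff, the mean activation of all test compounds plus 3 SD, cut at about 18% in these data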
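Assay system: CHO-K1 hM5 cells / Incubation: Fluo-8 loading 80 min at 37 °C plus 30 min room temperature / Technique: Fluo-8 calcium dye fluorescence, kinetic read / Repeats: single replicate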
M4 PAM – CHRM4 positive allosteric modulation; P08173; CHO-K1 hM4/Gqi5, Fluo-8 calcium fluorescence, ACh EC20; 0% = ACh EC20, 100% = maximal ACh; activation, % at 3 µM; 360,000 compounds, 0.4% hits; AID 624126;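 active = activation above its plate's cutoff, the mean activation of sample wells plus 3 SD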; note: some results filed as inactive read as strong as hits
CHRM5 agonist – agonists of human muscarinic M5 receptor (CHRM5) | 360,000 compounds, 0.19% hits | CHO-K1 hM5 cells, Fluo-8 calcium fluorescence; 0% DMSO wells, 100% maximal acetylcholine response | activation, % at 3 µM | P08912;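 active = activation above the run's mean over test compounds plus 3 SD, cut at about 23% in these data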;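 note: signal is peak over basal fluorescence ratio across the kinetic read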
Numbers without * were called inactive; x = no result given.

The first 2 compounds as a preview:
Second line of a record – CRFBP-R2 agonist	CHRM4 agonist	CHRM4 antagonist	M1 antag	M1 PAM	CHRM5 antagonist	CHRM5 PAM	M4 PAM	CHRM5 agonist
CC12CN3CC(C)(CN(C1)C3c1cccs1)C2O (configuration not stated)
 : 0.6	0	7	-7	12	-4	8	3	1
Cc1ccccc1OCCN=Cc1c(O)n(C)c(=O)n(C)c1=O
 : -0.5	4	-2	10	-6	-5	-3	-3	5

The listing, from the start:
Second line of a record – CRFBP-R2 agonist	CHRM4 agonist	CHRM4 antagonist	M1 antag	M1 PAM	CHRM5 antagonist	CHRM5 PAM	M4 PAM	CHRM5 agonist
CC12CN3CC(C)(CN(C1)C3c1cccs1)C2O (configuration not stated)
 : 0.6	0	7	-7	12	-4	8	3	1
Cc1ccccc1OCCN=Cc1c(O)n(C)c(=O)n(C)c1=O
 : -0.5	4	-2	10	-6	-5	-3	-3	5
Cc1cccc(-n2c(-c3cccs3)nc3ccccc3c2=O)c1
 : -3.1	1	2	-5	-4	-3	0	3	-4
COc1cc(CN2CC3CC(C2)c2cccc(=O)n2C3)cc(OC)c1OC (configuration not stated)
 : -1.4	1	-2	-29	10	-7	2	6	0
O=C1NC(=O)C(=Cc2ccc(OCC(=O)N3CCOCC3)cc2)C(=O)N1
 : 2.2	0	-12	-16	-1	-7	0	10	0
CN1C(=O)c2ccccc2Sc2ccc(C(=O)N3CCC4(CC3)OCCO4)cc21
 : -2.9	1	0	-4	5	1	-1	9	4
COc1cc(/C=C/c2nc3ccccc3c(=O)n2-c2cccc(O)c2)ccc1O
 : 4.9	10	15	22	-7	13	-15	-21	5
CCc1nc2ccc(Br)cc2c(=O)n1-c1ccccc1C(F)(F)F
 : -1.0	1	5	-13	-6	-1	-3	-2	-7
Cc1cc(OCC(=O)NCc2ccncc2)c2c3c(c(=O)oc2c1)CCCC3
 : 0.8	3	-9	-13	17	-1	2	4	-2
Cc1cccc(-n2c(O)c(C=Nc3ccc(S(N)(=O)=O)cc3)c(=O)[nH]c2=O)c1
 : -0.6	2	15	-2	2	1	-2	-3	-3
Cc1nc(Cl)sc1C(=O)Nc1ccc2ccccc2c1
 : 0.3	-2	-3	-8	-4	4	-6	-6	-4
COc1ccc(C(=O)C2(C)N(O)C(C)C(c3cccs3)=[N+]2[O-])cc1 (configuration not stated)
 : -0.2	-1	15	4	5	-8	6	-4	1
CC(C)OC(=O)C1C(=O)NC2(C)CC1c1ccccc1O2 (configuration not stated)
 : 1.5	0	-1	-22	11	2	-10	1	2
Cc1cc(=O)oc2cc(OCC(=O)N3C[C@H]4C[C@@H](C3)c3cccc(=O)n3C4)c(Cl)cc12
 : -2.4	0	-4	-6	1	0	6	5	-2
CC(Cc1ccccc1)NC(=O)c1ccc(N)cc1 (configuration not stated)
 : 1.2	1	10	-11	7	6	-3	-3	0
CN1CCC2(O)OCCCC2C1 (configuration not stated)
 : 3.5	0	-9	-3	8	3	3	7	-1
N#Cc1ccccc1Cn1cc(C(=O)c2cccs2)c2ccccc21
 : 1.3	0	-13	9	-5	6	-17	-5	-3
COc1ccc2ccccc2c1CNCCc1ccccc1
 : -0.4	5	5	-14	9	-4	18*	-4	-4
O=C(c1ccc(Cl)cc1)C1CCCN(Cc2ccc3nonc3c2)C1 (configuration not stated)
 : 26	-2	-5	43*	-22	-1	-21	-33	-14
Cc1nc2ccccc2c(=O)n1-c1ccc(Cl)c(Cl)c1
 : -1.4	2	1	-2	3	1	-4	-2	-2

2 neighbouring entries already listed, quoted:
Second line of a record – CRFBP-R2 agonist	CHRM4 agonist	CHRM4 antagonist	M1 antag	M1 PAM	CHRM5 antagonist	CHRM5 PAM	M4 PAM	CHRM5 agonist
O=C(c1ccc(Cl)cc1)C1CCCN(Cc2ccc3nonc3c2)C1 (configuration not stated)
 : 26	-2	-5	43*	-22	-1	-21	-33	-14
Cc1nc2ccccc2c(=O)n1-c1ccc(Cl)c(Cl)c1
 : -1.4	2	1	-2	3	1	-4	-2	-2

(list continues)
Second line of a record – CRFBP-R2 agonist	CHRM4 agonist	CHRM4 antagonist	M1 antag	M1 PAM	CHRM5 antagonist	CHRM5 PAM	M4 PAM	CHRM5 agonist
CC1CN1P(=O)(Oc1ccc2ccccc2c1)N1CC1C (configuration not stated)
 : 0.1	1	-15	-21	8	11	-3	6	2
O=C1NC(=S)N(c2ccc(F)cc2)C(=O)/C1=C\c1ccoc1
 : 0.6	3	-7	1	3	10	-1	-4	4
CN1C(=O)C(=CN2CCN(C(=O)c3ccco3)CC2)C(=O)N(C)C1=S
 : 0.5	0	10	-9	6	-4	3	10	-2
Cc1ccc(OP(N)(=O)Oc2ccc(C)cc2)cc1
 : 0.4	1	5	-8	7	1	2	-1	-3
CCOC(=O)C1=C(N)OC2=C(C(=O)CCC2)C12C(=O)N(CC(N)=O)c1ccccc12 (configuration not stated)
 : -2.3	1	-8	-5	12	-12	6	6	1
C[C@H](NC(=O)CCC(=O)N1C[C@H]2C[C@H](C1)c1cccc(=O)n1C2)c1ccccc1
 : -0.4	0	-14	-2	7	4	-2	10	0
O=C1C2CC(CN3CCCCC23)C2CCCCN12 (configuration not stated)
 : x	1	-14	-3	4	3	1	6	1
C=CCOC(=O)N1Cc2ccccc2-n2nncc2C1
 : -0.4	0	-5	1	-2	8	-3	3	2
CSc1ccc(C(=O)C2CCCN(Cc3ccn[nH]3)C2)cc1 (configuration not stated)
 : 2.2	1	-2	63*	-25	-6	8	-29	-18
Cc1noc(C)c1CC(=O)N1CCCC(N2CCN(c3ccccc3F)CC2)C1 (configuration not stated)
 : 0.1	1	2	7	-1	12	-5	-5	-3
O=C(c1cccn2c(=O)c3ccc(Cl)cc3nc12)N1CCC2(CC1)OCCO2
 : 0.2	0	7	2	-2	-3	-3	8	0
CN(C)C(Cc1ccc(Cl)cc1)C(=O)c1ccccc1 (configuration not stated)
 : 1.1	-1	12	-4	-6	-5	0	-3	-4
CC(=O)Nc1cccc([As](=O)(c2cccc(NC(C)=O)c2)c2cccc(NC(C)=O)c2)c1
 : 0.1	1	4	-17	15	9	1	-5	2
CCN1CCN(c2ccc([N+](=O)[O-])cc2C=C2C(=O)NC(=O)NC2=O)CC1
 : 2.5	1	-5	-1	0	-2	1	0	-5
CN1CCN(c2ccc(S(C)(=O)=O)cc2[N+](=O)[O-])CC1
 : -5.3	1	2	9	-1	3	-2	-4	1
O=C(O)C1CC2(Cl)C(Cl)=C(Cl)C1(Cl)C2(Cl)Cl (configuration not stated)
 : -3.8	1	-10	-6	5	10	-3	5	0
N[C@@H]1CC[C@@]2(O)[C@H]3Cc4ccc(O)c5c4[C@@]2(CCN3CC2CC2)C1O5 (some centres not stated)
 : -0.5	1	-8	-2	2	-5	5	2	3
CCCNC(=O)N1[C@H]2CC[C@@H]1C(C(=O)OC)=C(c1c(C)noc1C)C2
 : -0.7	3	0	-7	5	-6	4	24	0
COc1ccccc1OC(=O)c1ccc(C)c(S(=O)(=O)N2CCOCC2)c1
 : -0.9	6	8	-4	7	8	0	-7	-1
COc1cc2c3c(c1OC)-c1cc(O)ccc1CC3NCC2 (configuration not stated)
 : 0.6	0	1	-25	5	-8	3	15	-4
CN(C)C(=O)NC(O)C(Cl)(Cl)Cl (configuration not stated)
 : 0.1	1	-1	-9	8	-5	2	13	0
Cn1c(NN=O)nc2ccccc21
 : -0.3	1	-3	5	5	-6	0	0	-2
O=C(COC(=O)c1cc(Br)cc(Br)c1O)NC12CC3CC(CC(C3)C1)C2
 : x	0	-6	-10	7	-2	-1	7	0
Cc1ccc(-n2c(O)c(/C=N/c3ncc(Br)cc3Br)c(=O)[nH]c2=O)cc1
 : 4.5	19	8	18	-5	22	-19	-13	-1
C[C@@H]1COc2cccc(N3CCN(C)CC3)c2S(=O)(=O)N1
 : x	1	1	x	x	0	-16	-3	-7
O=C(O)CC1OCC=C2CN3CCC45C6=CC(=O)C(=O)C([N+](=O)[O-])=C6NC4C1C2CC35 (configuration not stated)
 : -0.5	1	4	-8	5	7	0	0	-3
O=C1C2CCCN2C(c2ccc(Cl)cc2)N1c1ccccn1 (configuration not stated)
 : -2.3	0	10	0	0	1	3	-3	-1
Cc1cccc(-n2c(O)c(C=NCc3cccnc3)c(=O)[nH]c2=O)c1C
 : -2.5	0	-2	-8	7	-3	1	9	-1
CCOP(=O)(OCC)C(NC(=O)c1cccc(C)c1)C(Cl)(Cl)Cl (configuration not stated)
 : -1.6	7	-1	2	0	19	-17	-17	0
COc1ccc(CCn2c(O)c(C=NCCN3CCCCC3)c(=O)[nH]c2=O)cc1OC
 : -0.1	0	6	-5	4	5	-3	-5	-3
CCC(=NCCN1CCCCC1)c1c(O)n(C)c(=O)n(C)c1=O
 : 0.9	0	1	-4	1	3	1	1	-2
Cc1ccc(-c2nc3ccccc3c(=O)n2-c2ccc(O)cc2)cc1
 : 0.4	4	-14	-2	2	-2	-9	-6	0
CCCC[N+]12CCC(CC1)C(C(=O)c1cccs1)C2 (configuration not stated)
 : 1.1	0	-1	0	-3	2	0	3	-7
C1CNC2NCCNC2N1 (configuration not stated)
 : -1.0	0	-7	0	3	-3	-10	5	-5
N#CC1=C(N)Oc2c(c(=O)oc3ccccc23)C1c1ccc(OC(=O)N2CCOCC2)cc1 (configuration not stated)
 : -1.2	2	1	-15	8	3	5	-1	-1
O=C(COC(=O)Cc1ccccc1)Nc1cc(S(=O)(=O)N2CCCCC2)ccc1Cl
 : 2.5	6	-7	2	1	-16	11	-2	-3
COC1=CC2C3Cc4ccc(OC)c(O)c4C2(CCN3C)CC1=O (configuration not stated)
 : -0.7	1	-1	-18	17	11	-2	11	0
O=C1NCN(c2ccccc2)C12CCN(C(c1nnnn1C1CCCC1)C1CC1)CC2 (configuration not stated)
 : x	1	-13	-27	10	0	3	6	2
O=C1CN=C(c2ccc(Br)cc2)c2c(sc3c2CCCC3)N1CCN1CCCCC1
 : 0.2	-1	-7	1	10	0	5	10	-3
O=[N+]([O-])NC1=NCN(Cc2ccco2)CN1Cc1ccco1
 : 4.3	1	-2	0	1	-5	19*	6	1
CC1=NNC(=O)C1Br (configuration not stated)
 : -0.6	0	0	2	-5	6	4	-1	1
CN1C(=O)C(=Cc2ccccc2OCc2ccc(Cl)cc2)C(=O)N(C)C1=O
 : -0.4	1	-2	-6	2	-10	5	1	0
CCOC(=O)CC1c2ccccc2-n2nncc2CN1Cc1ccc(OC)cc1 (configuration not stated)
 : 0.2	0	-9	-16	11	8	-2	8	0
O=C(Nc1ccccc1OC(=O)N1CCOCC1)N1CCOCC1
 : 0.2	0	14	-22	3	9	1	-5	0
CCC(=NCC1CCCO1)c1c(O)[nH]c(=O)[nH]c1=O (configuration not stated)
 : 1.9	0	13	-5	3	-1	0	4	-1
Cc1cc(/C=C2/C(=O)NC(=O)N(Cc3ccco3)C2=O)c(C)n1-c1ccc(C(=O)O)cc1
 : -1.3	1	-8	2	6	-2	5	5	0
S=C1CN=C(c2ccccc2)c2cc(Cl)ccc2N1
 : 0.9	-1	-12	-4	7	-16	9	11	22
NCCc1c[nH]c2ccc(O)cc12
 : 0.7	0	-8	-5	-5	3	-2	4	0
C=CCOC(=O)C1=C(C)OC(N)=C(C#N)[C@@]12C(=O)N(CC(N)=O)c1ccccc12
 : -1.8	0	-5	-7	11	6	7	5	-6

Some of the compounds tested; count on the stated rates, not on these rows.
